Screening data deposited in PubChem by National Center for Advancing Translational Sciences (NCATS).
KCNH2 3.1 block: qHTS for Inhibitors of KCHN2 3.1: Mutant qHTS | Potassium voltage-gated channel subfamily H member 2, brain isoform KCNH2 3.1 (human) | activity change, % (tested at about 1.8 µM) | U2OS KCNH2 3.1, thallium flux FluxOr; hits give low values | AID 720553, 2013 | 340,000 tested, 0.95% active;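 active = maximum activity change below -70%; inconclusive = maximum activity change from -70% to -50%; inactive = maximum activity change above -50%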;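 also: thallium influx rate constant from kinetic fluorescence after stimulation buffer; % is scaled to controls: 0 for no effect and ±100 for the full control effect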
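FluxOr-based Tl+ influx in U2OS cells transduced with KCNH2 3.1 virus; rate constants normalized to DMSO controls.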
KCNH2 WT inh: qHTS for Inhibitors of KCHN2 3.1: Wildtype qHTS; 340,000 tested, 0.37% active; U2OS, BacMam KCNH2, thallium flux FluxOr; hits give low values; Voltage-gated inwardly rectifying potassium channel KCNH2 (Homo sapiens), Q12809; activity change, % at 1.84 µM;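 active = maximum activity change below -70%; inconclusive = maximum activity change between -70% and -50%; inactive = maximum activity change above -50%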; also: % is scaled to controls: 0 for no effect and ±100 for the full control effect
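U2OS cells were transduced with wild-type KCNH2 virus (2.03 x 10^8 / mL) for 4 h at room temperature, then cultured overnight at 37 C. Thallium flux was read with FluxOr dye. Rate constants were normalized to DMSO controls.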
GALK inhibitor: qHTS Assay for Inhibitors of Human Galactokinase (GALK); Purified GALK, Kinase-Glo residual ATP luminescence; Potency, µM (titrated, usually from 57.5 µM), for inactives: top-dose activity change, negative = inhibition, usual class: inhibitors; 270,000 tested, 0.007% active; AID 1868, 2009; also: potency is read from the fitted curve at half-maximal effect; % is scaled to controls: 0 for no effect and ±100 for the full control effect
Target sequence (P51570 whole entry, looked up): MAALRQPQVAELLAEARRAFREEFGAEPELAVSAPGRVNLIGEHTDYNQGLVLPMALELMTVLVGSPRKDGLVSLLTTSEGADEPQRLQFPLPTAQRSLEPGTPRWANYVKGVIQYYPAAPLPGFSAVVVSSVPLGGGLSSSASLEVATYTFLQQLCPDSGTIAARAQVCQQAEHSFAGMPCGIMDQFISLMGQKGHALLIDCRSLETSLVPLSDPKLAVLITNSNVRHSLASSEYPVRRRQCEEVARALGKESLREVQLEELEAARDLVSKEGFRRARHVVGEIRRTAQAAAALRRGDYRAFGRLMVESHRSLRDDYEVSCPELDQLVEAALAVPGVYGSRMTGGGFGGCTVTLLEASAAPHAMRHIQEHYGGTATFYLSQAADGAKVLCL
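Human GALK (5 nM) with 35 uM ATP and 100 uM galactose in 20 mM HEPES pH 8.0, 5 mM MgCl2, 60 mM NaCl, 1 mM DTT, 0.01% BSA. After 1 h at room temperature, leftover ATP was read by Kinase-Glo Plus luminescence.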
Menin-MLL TR inh: qHTS Assay for Inhibitors Targeting the Menin-MLL Interaction in MLL Related Leukemias: Competition With Texas Red Labeled MLL-derived Mutant Peptide | O00255 | Menin + Texas Red MLL mutant peptide, fluorescence polarization | Potency, µM (titrated, usually from 61.6 µM), inactives show at the top dose FP activity change, negative = inhibition, usual class: inhibitors | 270,000 tested, 0.23% active; active = well fitted inhibition curve with a large enough effect in the polarisation, with a control signal flat, not every such curve was filed as active; inconclusive = small, poorly fitted or top-dose-only effect, or effect the other way, or a change in a side signal; inactive = no such curve, though single readings can be large or run the other way; the % refers to the polarisation; also: potency is read from the fitted curve at half-maximal effect; % of control where 0% means no effect; many of its hits are not listed in these tables
USP2a block: qHTS Assay for Inhibitors of Ubiquitin-specific Protease USP2a Using CHOP2 as the Reporter; AID 463254, 2010; USP2 core, Ub-CHOP2 coupled fluorogenic reporter, 485/531; Ubiquitin carboxyl-terminal hydrolase 2 (Homo sapiens), O75604; Potency, µM (highest dose often 38.3 µM), without a hit: top-dose activity change, negative = inhibition, most hits filed as inhibitors; 330,000 tested, 0.01% active;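 also: potency is read from the fitted curve at half-maximal effect; plate controls were DMSO wells for no effect and full inhibition by NEM control for full effect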
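USP2 core (10nM final) preincubated 30min RT with compound in 20mM Tris-HCl pH 8.0, 2mM CaCl2, 2mM beta-mercaptoethanol, 0.05% CHAPS; 25nM Ub-CHOP2 plus 25nM reporter substrate added, fluorescence (Ex485/Em531) read after 60min.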
PKM2 act: qHTS Assay for Activators of Human Muscle isoform 2 Pyruvate Kinase; Pyruvate kinase PKM (Homo sapiens), P14618; purified PKM2, Kinase-Glo ATP luminescence, activation; response scale: 0% is enzyme alone, no compound; Potency, µM (highest dose often 57.5 µM), without a hit: at the highest dose activation, most hits filed as activators; 260,000 tested, 0.34% active; AID 1631, 2009; also: potency is read from the fitted curve at half-maximal effect; % is scaled to controls: 0 for no effect and ±100 for the full control effect; nearly all actives have a fitted effect of over 55% in size
Target sequence (P14618 whole entry, looked up, canonical isoform): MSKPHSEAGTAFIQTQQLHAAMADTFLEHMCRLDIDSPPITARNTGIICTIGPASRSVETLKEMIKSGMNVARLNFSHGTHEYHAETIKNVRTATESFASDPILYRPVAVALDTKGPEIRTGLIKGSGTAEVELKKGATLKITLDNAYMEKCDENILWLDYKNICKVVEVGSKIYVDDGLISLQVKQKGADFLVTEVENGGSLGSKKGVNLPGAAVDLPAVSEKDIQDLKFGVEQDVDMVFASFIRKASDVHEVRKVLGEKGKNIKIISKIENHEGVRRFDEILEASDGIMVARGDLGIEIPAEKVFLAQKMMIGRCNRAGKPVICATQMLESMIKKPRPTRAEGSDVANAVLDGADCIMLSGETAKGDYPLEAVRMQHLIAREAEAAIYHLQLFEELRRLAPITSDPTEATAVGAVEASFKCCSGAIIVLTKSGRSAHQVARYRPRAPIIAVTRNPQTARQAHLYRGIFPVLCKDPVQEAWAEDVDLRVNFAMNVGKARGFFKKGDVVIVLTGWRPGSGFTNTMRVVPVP
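Purified hPK-M2 (>95%) run at intermediate activity with 0.1 mM ADP and 0.5 mM PEP in 50 mM imidazole pH 7.2, KCl, MgCl2; 1 h room temperature. ATP formed read by Kinase-Glo luminescence; normalized to uninhibited and no-enzyme controls.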
TRPV1 ag: HTS Assay for Compounds that Act as Agonists of the Vanilloid Receptor 1; activation, % at 8.33 µM; Transient receptor potential cation channel subfamily V member 1 (Homo sapiens), Q8NER1; TRPV1-expressing cells, Fluo-8 calcium influx, agonist mode; AID 540275, 2011; 320,000 tested, 0.19% active; in the data active = activation above about 80%; inconclusive = between about 30% and that limit; also: 0% is about no effect
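Cells expressing TRPV1 were dye-loaded with Fluo-8 and read kinetically: 10 s baseline, 3 min after compound (agonist portion), then 2 min after EC20 capsaicin (allosteric enhancer portion). Calcium-bound dye fluorescence at 480/520 nm.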
MLL CXXC-DNA inh: qHTS Fluorescence Polarization Assay for Inhibitors of MLL CXXC domain - DNA interaction; Histone-lysine N-methyltransferase 2A (Homo sapiens), Q03164; MLL-CXXC / FITC-HOXA9 DNA fluorescence polarization; Potency, µM (top dose mostly 115 µM), inactives show top-dose activity change, negative = inhibition, usual class: inhibitors; 290,000 tested, 0.037% active; active = well fitted inhibition curve with a large enough effect in the polarisation, with a control signal flat, not every such curve was filed as active; inconclusive = small, poorly fitted or top-dose-only effect, or effect the other way, or a change in a side signal; inactive = no such curve, though single readings can be large or run the other way; the % refers to the polarisation; also: potency is read from the fitted curve at half-maximal effect
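Fluorescence polarization: 7 uM MLL-CXXC (stock) preincubated 5 min with compounds, then 50 nM fluorescein-HOX-A9 DNA (stock) added; 30 min ambient. Buffer 50 mM Tris-HCl pH 7.5, 50 mM NaCl, 1 mM DTT, 0.05% BSA.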
Giardia kill: Small Molecules that selectively kill Giardia lamblia: qHTS | Giardia lamblia trophozoite viability | activity change, % at 7.66 µM, hits read low | 340,000 tested, 0.15% active | AID 540267, 2011; in the data active = activity change below about -80%; inconclusive = between about -30% and that limit;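 also: parasites exposed to compound for two days anaerobically before the ATP read; % is scaled to controls: 0 for no effect and ±100 for the full control effect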
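Compounds were tested on trophozoites seeded at 100 cells/well and held 48 hrs at 37 deg C anaerobically. An ATP-based luminescent kit measured the remaining live cells.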
B2AR arrestin: qHTS assay of beta-arrestin-biased ligands of beta2-adrenergic receptor. beta-arrestin recruitment to beta2AR, cell-based reporter. Potency, µM (doses to about 46.1 µM), without a hit: at the top dose activation, hits mostly activators. 330,000 tested, 0.02% active. AID 492947, 2010;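 also: potency is read from the fitted curve at half-maximal effect; 0% = DMSO controls and full agonism = EC100 isoproterenol or metaproterenol; nearly all actives have a fitted effect of over 65% in size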
Coupling enz: qHTS Assay for Inhibitors of Fructose-1,6-bisphosphate Aldolase from Giardia Lamblia: Coupling assay counterscreen; coupling enzyme system counterscreen, AmpLite Red fluorescence; activity change, negative = inhibition, % at 58.2 µM, hits read low; 290,000 tested, 0.67% active; in the data active = activity change below about -30%; also: % is scaled to controls: 0 for no effect and ±100 for the full control effect
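Counterscreen lacking aldolase: glyceraldehyde-3-phosphate coupling-enzyme reagent preincubated 10 min at RT with compound (at 57.5 uM final), then substrate/coupling system with AmpLite Red added; fluorescence read at 525/598 nm after 20 min RT.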
Numbers without * were called inactive; [ ] = dose if it differs, or a comment. Unless noted, calls follow the shape of the dose curve; as a rule, active = well fitted curve in the direction sought with a large enough effect; inconclusive = small, poorly fitted or top-dose-only effect, or another doubt; inactive = no such curve, though single readings can be large; an effect the other way counts as inactive or inconclusive. These rows are one share of the data. The share of hits here may be higher or lower than overall.

How did Cc1ccc(C(C(=O)NC2CCCCC2)N(Cc2ccccc2)C(=O)Cc2c[nH]c3ccccc23)o1 (stereo not given) do in these assays?
KCNH2 3.1 block: -11; KCNH2 WT inh: 1; GALK inhibitor: 1%; Menin-MLL TR inh: 5%; USP2a block: -4%; PKM2 act: 1%; TRPV1 ag: 1; MLL CXXC-DNA inh: -1%; Giardia kill: 16; B2AR arrestin: -0.5%; Coupling enz: -1

What do the screens show for `Cc1nc(N2CCN(Cc3ccc(Cl)cc3)CC2)c2oc3ccccc3c2n1`?
KCNH2 3.1 block: -33; KCNH2 WT inh: 13; GALK inhibitor: 4%; USP2a block: 0%; PKM2 act: -5%; TRPV1 ag: 25; MLL CXXC-DNA inh: 3%; Giardia kill: 6; B2AR arrestin: 0.6%; Coupling enz: -1

Results for Cc1cccc(C(=O)NC2CCN(S(=O)(=O)c3ccccc3F)CC2)c1 ?
KCNH2 3.1 block: -6; KCNH2 WT inh: 0; GALK inhibitor: 4%; Menin-MLL TR inh: 0%; USP2a block: 2%; PKM2 act: -3%[11.5 µM]; TRPV1 ag: inconclusive; MLL CXXC-DNA inh: -6%; Giardia kill: 6; B2AR arrestin: -0.4%; Coupling enz: -2

How did COc1ccc(OC)c(NC(=O)c2ccc3c(c2)OCO3)c1 do in these assays?
KCNH2 3.1 block: -15; KCNH2 WT inh: 4; GALK inhibitor: 5%; Menin-MLL TR inh: -1%; USP2a block: 1%; PKM2 act: 0%; TRPV1 ag: -2; MLL CXXC-DNA inh: -1%; Giardia kill: -11; B2AR arrestin: -0.3%; Coupling enz: 1

How did CCN(CC(=O)Nc1ccc(OC)c(OC)c1)CC(=O)Nc1ccccc1C(F)(F)F do in these assays?
KCNH2 3.1 block: 26; KCNH2 WT inh: 24; GALK inhibitor: 9%; Menin-MLL TR inh: 9%; USP2a block: 2%; TRPV1 ag: 2; MLL CXXC-DNA inh: -1%; Giardia kill: -9; B2AR arrestin: -0.5%; Coupling enz: 0

How did Cc1cc2c(N=O)c(NO)ccc2[nH]1 do in these assays?
KCNH2 3.1 block: 0; KCNH2 WT inh: -1; GALK inhibitor: 0%; Menin-MLL TR inh: 39%[activator]; USP2a block: -6%; PKM2 act: 0%; TRPV1 ag: 4; MLL CXXC-DNA inh: -6%; Giardia kill: -4; B2AR arrestin: 0.0%; Coupling enz: -29

What do the screens show for `C=C[C@@H]1c2c(F)cccc2N(S(=O)(=O)c2ccc(C)cc2)[C@H](c2ccc(OC(C)=O)cc2)C1(C#N)C#N`?
KCNH2 3.1 block: -15; KCNH2 WT inh: -5; USP2a block: -1%; TRPV1 ag: 1; Giardia kill: 1; B2AR arrestin: -2.0%

Results for Cc1ccccc1C(=O)Nc1ccc(Br)c(C)n1 ?
KCNH2 3.1 block: -14; KCNH2 WT inh: 0; GALK inhibitor: 0%; Menin-MLL TR inh: 17%; USP2a block: 1%; PKM2 act: 2%; TRPV1 ag: 13; MLL CXXC-DNA inh: -1%; Giardia kill: 18; B2AR arrestin: 0.0%; Coupling enz: 0

Results for COc1ccc([C@H]2CC(=O)C=C(c3ccc(Cl)c(F)c3)C2)cc1 ?
KCNH2 3.1 block: 4; KCNH2 WT inh: -2; USP2a block: 0%; TRPV1 ag: inconclusive; Giardia kill: -20; B2AR arrestin: -0.9%

Results for COCC(C)NC(=O)CCS(=O)(=O)c1nc(-c2ccc(OC)cc2)cc(C(F)(F)F)n1 (stereo not given) ?
KCNH2 3.1 block: -10; KCNH2 WT inh: 7; GALK inhibitor: 0%; Menin-MLL TR inh: -10%; USP2a block: 4%; PKM2 act: 2%; TRPV1 ag: 1; MLL CXXC-DNA inh: 25%; Giardia kill: -12; B2AR arrestin: 4.4%; Coupling enz: -1

What do the screens show for `CCCc1nnc(SCC(=O)N2CCCC(C)C2)n1CCOC` (stereo not given)?
KCNH2 3.1 block: 7; KCNH2 WT inh: -16; GALK inhibitor: 0%; Menin-MLL TR inh: 9%; USP2a block: 0%; PKM2 act: 1%; TRPV1 ag: -1; MLL CXXC-DNA inh: 18%; Giardia kill: 3; B2AR arrestin: 0.1%; Coupling enz: -2

How did CCCCCOC(=O)C1C(c2ccccc2)C(C(=O)O)C1c1ccccc1 (stereo not given) do in these assays?
KCNH2 3.1 block: -1; KCNH2 WT inh: -4; Menin-MLL TR inh: 2%; USP2a block: 2%; PKM2 act: 5%; TRPV1 ag: 1; MLL CXXC-DNA inh: 3%; Giardia kill: -10; B2AR arrestin: -0.3%; Coupling enz: 13

Results for CCOC(=O)/C(C#N)=C/Nc1ccccc1NS(=O)(=O)c1cccc(C(C)=O)c1 ?
KCNH2 3.1 block: -1; KCNH2 WT inh: -7; GALK inhibitor: 0%; Menin-MLL TR inh: inconclusive; USP2a block: -1%; PKM2 act: 18%; TRPV1 ag: 4; MLL CXXC-DNA inh: -3%; Giardia kill: 0; B2AR arrestin: 0.2%; Coupling enz: 12

What do the screens show for `Cc1ccc(SCC(=O)Nc2ccc(S(=O)(=O)Nc3nccs3)cc2)cc1`?
KCNH2 3.1 block: 17; KCNH2 WT inh: -6; GALK inhibitor: -1%; Menin-MLL TR inh: 12%; USP2a block: 6%; PKM2 act: inconclusive; TRPV1 ag: 3; MLL CXXC-DNA inh: 0%; Giardia kill: -4; B2AR arrestin: 0.0%; Coupling enz: 6

How did O=C(COc1ccc(Br)cc1)Nc1ccc(N2CCOCC2)cc1N1CCOCC1 do in these assays?
KCNH2 3.1 block: -4; KCNH2 WT inh: 0; USP2a block: 6%; TRPV1 ag: 6; Giardia kill: 20; B2AR arrestin: -1.3%

How did NC(=O)c1cccc(S(=O)(=O)N2CCCCC2)c1 do in these assays?
KCNH2 3.1 block: 12; KCNH2 WT inh: -2; GALK inhibitor: -1%; Menin-MLL TR inh: -11%; USP2a block: -1%; PKM2 act: -2%; TRPV1 ag: 3; MLL CXXC-DNA inh: 3%; Giardia kill: 5; B2AR arrestin: 0.1%; Coupling enz: 0

How did Cc1ccc(S(=O)(=O)N2CCN(Cc3ccccc3)CC2)cc1 do in these assays?
KCNH2 3.1 block: -3; KCNH2 WT inh: 0; GALK inhibitor: 0%; Menin-MLL TR inh: -1%; USP2a block: 3%; TRPV1 ag: 12; MLL CXXC-DNA inh: 22%; Giardia kill: -8; B2AR arrestin: 0.5%; Coupling enz: 1

How did COC(=O)COc1cccc2c(=O)n(CC(=O)NCc3ccc(F)cc3)ccc12 do in these assays?
KCNH2 3.1 block: 22; KCNH2 WT inh: -3; GALK inhibitor: -1%; Menin-MLL TR inh: 16%; USP2a block: -1%; PKM2 act: 2%; TRPV1 ag: 0; MLL CXXC-DNA inh: 6%; Giardia kill: -18; B2AR arrestin: -0.4%; Coupling enz: 4

What do the screens show for `Cc1noc(C)c1S(=O)(=O)Nc1ccc2c(c1)C(=O)N([C@H](C)CO)C[C@H](C)[C@@H](CN(C)S(=O)(=O)c1ccc(F)cc1)O2`?
KCNH2 3.1 block: -30; KCNH2 WT inh: -3; USP2a block: 0%; Giardia kill: -10; B2AR arrestin: 0.1%

How did CN(C)S(=O)(=O)Oc1ccsc1C(=O)Nc1ccc(C(F)(F)F)cc1 do in these assays?
KCNH2 3.1 block: 3; KCNH2 WT inh: 9; GALK inhibitor: -4%; Menin-MLL TR inh: 62%[activator]; USP2a block: 1%; PKM2 act: -3%; TRPV1 ag: 4; MLL CXXC-DNA inh: 3%; Giardia kill: -11; B2AR arrestin: 0.1%; Coupling enz: -4
